Screening data as filed in PubChem BioAssay.
SRC2 TRFRET art = TR-FRET signal artefacts, primary screen, artefact control for PPARgamma SRC-2 agonist project, biochemical. TR-FRET artefact counter-screen; hits give high values. TR-FRET ratio at 8 µM. 200,000 compounds, 0.4% hits. AID 1049, 2008; in the data active = TR-FRET ratio above about 2000; note: inactives centre near 1500
Efa HMGR inh = inhibitors of E. faecalis class II HMGR, primary screen, biochemical, Enterococcus faecalis. 190,000 compounds, 0.41% hits. inhibition, % at 10 µM. HMG-CoA reductase (Enterococcus faecalis, mvaE). AID 1066, 2008. purified E. faecalis HMGR, NADPH absorbance 340 nm kinetic;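 active = inhibition above a set limit, the median over all tested compounds plus 3 SD, cut at about 9.5% in these data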;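 note: enzyme runs in reverse so mevalonate oxidation gives rising NADPH absorbance; 0% = complete reaction with DMSO and 100% = background rate lacking mevalonate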
PPARg SRC2 recr = agonists of PPARg-SRC-2 recruitment, primary screen, biochemical, HTS. PPARgamma LBD-SRC-2 recruitment. activation, % at 8 µM. 200,000 compounds, 0.34% hits; in the data active = activation above about 22%;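 note: 0% = vehicle and 100% = reference agonist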
Target sequence (P37231 whole entry, looked up, the tested form may be a part): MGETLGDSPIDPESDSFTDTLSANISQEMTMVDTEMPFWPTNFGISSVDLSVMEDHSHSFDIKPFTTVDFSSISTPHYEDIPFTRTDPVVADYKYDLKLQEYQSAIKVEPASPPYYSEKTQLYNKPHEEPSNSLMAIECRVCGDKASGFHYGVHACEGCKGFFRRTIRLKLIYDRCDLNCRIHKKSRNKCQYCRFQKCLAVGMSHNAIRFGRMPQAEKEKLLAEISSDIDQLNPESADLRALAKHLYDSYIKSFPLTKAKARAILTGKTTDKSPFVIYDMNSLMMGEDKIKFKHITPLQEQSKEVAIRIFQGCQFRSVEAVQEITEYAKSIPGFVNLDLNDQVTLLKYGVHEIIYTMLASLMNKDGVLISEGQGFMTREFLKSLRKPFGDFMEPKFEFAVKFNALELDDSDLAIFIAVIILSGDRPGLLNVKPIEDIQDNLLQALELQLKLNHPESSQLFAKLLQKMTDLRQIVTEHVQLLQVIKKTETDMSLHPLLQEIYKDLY
TNAP act hiacc = TNAP activators at high phosphate acceptor level, primary screen, biochemical, luminescence, uHTS. Alkaline phosphatase, tissue-nonspecific isozyme (Homo sapiens), P05186. purified TNAP, CDP-star luminescence, 1 M DEA, 30 min; hits give high values; 0 = EDTA background, 1 = DMSO-only activity. activation factor at 20 µM. 200,000 tested, under 10 active;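 active = activation factor at least 2 at 20 µM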
Target sequence (P05186 whole entry, looked up): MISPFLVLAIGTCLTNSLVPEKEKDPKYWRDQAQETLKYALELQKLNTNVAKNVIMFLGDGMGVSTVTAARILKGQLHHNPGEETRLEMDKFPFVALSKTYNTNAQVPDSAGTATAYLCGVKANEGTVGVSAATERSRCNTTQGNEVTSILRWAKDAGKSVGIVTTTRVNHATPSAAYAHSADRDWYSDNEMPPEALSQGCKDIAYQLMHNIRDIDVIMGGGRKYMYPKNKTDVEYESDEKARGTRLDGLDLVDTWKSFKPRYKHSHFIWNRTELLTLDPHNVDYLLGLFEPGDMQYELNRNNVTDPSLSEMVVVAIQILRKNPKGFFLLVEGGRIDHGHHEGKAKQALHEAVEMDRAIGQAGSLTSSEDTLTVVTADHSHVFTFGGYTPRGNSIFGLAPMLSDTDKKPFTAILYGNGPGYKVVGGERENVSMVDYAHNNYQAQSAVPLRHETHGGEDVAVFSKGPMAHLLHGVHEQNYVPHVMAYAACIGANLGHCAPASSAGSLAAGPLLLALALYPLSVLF
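system = human TNAP | amount = enzyme diluted 1/800 final | reagent = 100 µM CDP-star substrate | signal = luminescent substrate turnover signal | dosing = one dose, 20 µM | benchmarks = EDTA negative control, DMSO positive control | measure = activation factor | timing = 30 min reaction, room temperature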
TNAP inh no acc = human TNAP enzyme inhibitors, primary screen, biochemical, luminescent, no phosphate acceptor, uHTS; Alkaline phosphatase, tissue-nonspecific isozyme (Homo sapiens), P05186; inhibition, % at 20 µM; AID 1012, 2008; 200,000 compounds, 0.26% hits; purified TNAP, CDP-star luminescence, 30 min;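 active = tissue-nonspecific alkaline phosphatase inhibition above about 50% at 20 µM in the single-dose screen, limit read from the data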;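 note: 0% = DMSO negative control and 100% = EDTA positive control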
TNAP inh hi DEA = human TNAP enzyme inhibitors, primary screen, biochemical, luminescent, high phosphate acceptor level, uHTS. Alkaline phosphatase, tissue-nonspecific isozyme (Homo sapiens), P05186. purified TNAP, CDP-star luminescence, 1 M DEA. inhibition, % at 20 µM. 200,000 compounds, 0.03% hits. AID 1135, 2008;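 active = over 50% inhibition of tissue-nonspecific alkaline phosphatase at 20 µM in the single-dose screen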;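 note: plate controls were DMSO wells for no effect and EDTA-quenched wells as full inhibition for full effect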
bIAP inhibitor = bovine intestinal alkaline phosphatase inhibitors, primary screen, selectivity assay for TNAP inhibitor project, biochemical, bovine IAP, CDP-star luminescence; alkaline phosphatase, intestinal [Bos taurus]; purified bovine IAP, 30 min; inhibition, % at 20 µM; 190,000 tested, under 10 active; AID 1019, 2008;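 active = over 50% inhibition of intestinal alkaline phosphatase at 20 µM in the single-dose screen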
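Incubation: 30 min reaction at room temperature / Material: purified bovine intestinal alkaline phosphatase (IAP) enzyme / Input: enzyme at 1/65,000,000 dilution / Dosing: 20 µM single dose / Signal: CDP-star luminescence signal / Reagent: CDP-star chemiluminescent phosphatase substrate, 30 µM final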
PPARg SRC3 recr = PPARgamma agonists recruiting SRC-3 coactivator, primary screen, biochemical; activation, % at 8 µM; 200,000 compounds, 0.26% hits; Peroxisome proliferator-activated receptor gamma (Homo sapiens), P37231; AID 731, 2007; biochemical PPARgamma/SRC-3 coactivator recruitment assay; in the data active = activation above about 23%;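 note: 0% = DMSO and 100% = reference agonist; some compounds past the cut are filed as inactive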
PPARg SRC1 recr = PPARgamma agonists recruiting SRC-1 coactivator, primary screen, biochemical | Peroxisome proliferator-activated receptor gamma (Homo sapiens), P37231 | PPARgamma-SRC-1 coactivator recruitment biochemical assay | activation, % at 8 µM | 200,000 compounds, 0.41% hits | AID 631, 2007; in the data active = activation above about 19%;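 note: 0% = DMSO and 100% = reference agonist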
bIAP act = bovine intestinal alkaline phosphatase activators, primary screen, biochemical, bovine IAP, CDP-star luminescence. activation factor at 20 µM. purified bovine IAP, 30 min; hits give high values; fold of DMSO-control signal, blank-subtracted. alkaline phosphatase, intestinal [Bos taurus]. 200,000 compounds, 0.17% hits;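 active = activation factor of 2 or more at 20 µM, a signal rise over negative controls twice the positive control's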
* hit, by the source's call; / = no result given.

SMILES	SRC2 TRFRET art	Efa HMGR inh	PPARg SRC2 recr	TNAP act hiacc	TNAP inh no acc	TNAP inh hi DEA	bIAP inhibitor	PPARg SRC3 recr	PPARg SRC1 recr	bIAP act
Cc1cc(Cl)ccc1NC(=S)NCCN1CCOCC1	1673	1	-3	1	-8	-1	-22	0	7	1.2
CC(C)(Cc1nc2ccccc2[nH]1)C(=O)O	1406	-2	5	1	-10	-4	0	-7	2	1
Cc1cc(=O)[nH]c(SCC(=O)Nc2cccc(C(F)(F)F)c2)n1	1532	-3	5	1.1	-14	-6	9	-4	5	0.9
O=C(O)CC(C(=O)Nc1cccc(C(F)(F)F)c1)C1CCCO1 (stereo not drawn)	1393	-2	7	1	-5	-5	-1	-2	3	1
Cc1cc(S(=O)(=O)N2CCN=C2c2ccccc2)c(C)cc1Cl	1529	2	4	1	-7	-3	-9	2	5	1.1
COc1cc(O)oc1C=Nc1ccc(C(F)(F)F)cc1	1453	-3	9	1	5	-1	3	-4	0	1
CCCN(CCC)CCCNC(=S)Nc1ccc2nc3n(c(=O)c2c1)CCCCC3	1582	-6	-7	1	-7	0	13	-3	-1	0.9
CCOC(=O)c1cnc2c(OC)cccc2c1N1CCN(c2ccccc2OC)CC1	1810	-5	9	1	-6	-4	-7	4	13	1.1
CCOC(=O)c1c(NC(=O)c2c(Br)cnn2C)c(C#N)nn1-c1ccccc1	1534	-2	5	1.1	-11	-6	6	-1	-2	0.9
Cc1cc(Br)cc(Cl)c1OCC(=O)NC(=O)NCc1ccccc1	1656	-7	8	1	-1	-3	6	9	3	0.9

Some of these compounds in order of their number in bIAP inhibitor, ascending:
Structure	bIAP inhibitor
Cc1cc(Cl)ccc1NC(=S)NCCN1CCOCC1	-22
CC(C)(Cc1nc2ccccc2[nH]1)C(=O)O	0
COc1cc(O)oc1C=Nc1ccc(C(F)(F)F)cc1	3
Cc1cc(=O)[nH]c(SCC(=O)Nc2cccc(C(F)(F)F)c2)n1	9

The list continues:
SMILES	SRC2 TRFRET art	Efa HMGR inh	PPARg SRC2 recr	TNAP act hiacc	TNAP inh no acc	TNAP inh hi DEA	bIAP inhibitor	PPARg SRC3 recr	PPARg SRC1 recr	bIAP act
CCOC(=O)C(Cc1ccc(NC(=O)/C(=C/c2ccccc2)NC(=O)c2ccccc2)cc1)N1C(=O)c2ccccc2C1=O (stereo not drawn)	1718	0	6	1.1	-7	-5	-1	-2	-4	1
COc1ccc(-c2[nH]c(-c3cc(OC)c4c(c3)OCO4)nc2-c2ccccc2)cc1	1508	-7	4	1	-14	3	29	-1	5	0.7
Clc1ccc(Cn2ncc3c(NCc4ccco4)ncnc32)c(Cl)c1	1366	-2	-2	1.1	-1	-8	6	5	1	0.9
CN(C(=O)CCl)C1CCCc2ccccc21 (stereo not drawn)	1544	-1	1	1	-5	1	-2	4	0	1
CCOC(=O)N1CCN(S(=O)(=O)c2cccc3cccnc23)CC1	1565	-7	2	1.1	-14	-6	5	10	7	0.9
CCC(c1nnnn1CC1CCCO1)N(CCCO)Cc1cc2cccc(C)c2[nH]c1=O (stereo not drawn)	1510	-10	2	1	-23	-5	-6	8	1	1.1
CCN(C(=O)c1ccco1)c1nnc(-c2ccc(OC)cc2)s1	1679	0	7	1	-6	0	6	8	0	0.9
CC(C)(Oc1ccc(Cl)cc1)C(=O)NC1=NN(c2ccccc2)C(=O)C1	1486	2	1	1	-14	-1	0	4	-8	1
O=C(O)COc1ccc(NC(=O)c2ccc(NC(=O)c3ccco3)cc2)cc1	1586	2	0	1	-1	2	-18	2	7	1.2
Cc1cc(C)n2nc(SCCOc3ccc(F)cc3)nc2n1	1555	5	1	1	-1	1	-16	4	5	1.2
O=c1/c(=C/c2ccc(O)c([N+](=O)[O-])c2)sc2nc3ccccc3n12	1432	3	6	0.9	10	8	9	-1	-1	0.9
O=C(N/C(=C/c1cccs1)C(=O)N1CCCCCC1)c1ccccc1	1648	3	8	1	-7	0	11	16	2	0.9
O=[N+]([O-])c1cccc(CSc2cccc[n+]2[O-])c1	1673	-6	18	1	-10	-1	2	7	4	1
O=C(OCC(=O)c1c[nH]c2ccccc12)c1cccc(S(=O)(=O)N2CCCCCC2)c1	1619	5	2	1	-12	-1	0	4	12	1
Cc1ccc(C)c(N2CCN(c3ncnc4c3cnn4-c3ccccc3)CC2)c1	1359	-10	-9	1	-7	5	-1	-3	-4	1
CC(=O)OC(C(=O)NC1CCCCC1)c1ccccc1 (stereo not drawn)	1632	-5	0	1.1	-13	-6	7	-5	5	0.9
OC1CCN(c2cc(-c3ccccc3)nc3cc(-c4ccc(F)cc4)nn23)CC1	1608	1	5	1.1	-8	-8	10	2	1	0.9
COc1ccc(NC(=O)C(NC(=O)c2ccccc2)C(C)C)cc1 (stereo not drawn)	1644	-4	9	1	-7	-3	4	10	-2	1
O=C(c1ccc2c(=O)n(C3CCCC3)c(=S)[nH]c2c1)N1CCN(C2CCCCC2)CC1	1579	-3	-2	1	-1	-2	-4	-6	7	1
COc1cc(C#CC#CCN2CCCCC2)ccc1O	1318	-2	-5	1	-8	-1	-21	-13	-1	1.2
CC(=O)c1c(C(C)=O)c(C)n(-c2cccc([N+](=O)[O-])c2)c1C	1590	3	2	1	-6	0	-35	3	6	1.4
Cc1ccc(C(C(=O)NC2CCCC2)N(Cc2ccc3c(c2)OCO3)C(=O)Cc2cccs2)cc1 (stereo not drawn)	1623	-4	9	1.1	-9	-6	10	-9	1	0.9
CCNC(=O)CN1C(=O)NC(Cc2ccccc2)(Cc2ccccc2)C1=O	1557	-5	5	1	-6	0	9	6	8	0.9
CC(C)(C)C(=O)NC(=S)NNC(=O)C(c1ccccc1)c1ccccc1	1405	-2	-7	1	-7	-5	-14	5	2	1.1
COc1ccc(S(=O)(=O)Cc2ccc(C(=O)N3CCCC3)o2)cc1	1382	-6	1	1.1	-4	-5	-8	1	-1	1.1
O=C(NC1CC1)c1ccc(CSCc2cccc(F)c2)o1	1629	-3	-7	1.1	-16	-5	14	-7	1	0.9
COc1ccc(S(=O)(=O)Nc2ccccc2C(=O)Nc2nc(-c3ccc(F)cc3)cs2)cc1OC	1613	2	8	1	3	1	0	4	10	1
CN(Cc1nc(-c2cnccn2)no1)CC(O)c1ccccc1 (stereo not drawn)	1572	-3	2	1	-5	-1	6	-4	4	0.9
O=C(c1ccc(Cl)c(S(=O)(=O)N2CCCC2)c1)N1CCN(c2ccc(F)cc2)CC1	1571	2	-1	1	0	-2	-10	3	2	1.1
COc1cccc(C(=O)NN2C(=O)C3C4C=CC(O4)C3C2=O)c1 (stereo not drawn)	1400	-7	11	0.9	-4	10	-3	5	3	1
CCOC(=O)CNC(=O)CSc1nc2c(C)cccc2cc1CC	1739	-2	1	1	-4	-1	-2	2	13	1
CCOC(=O)C1(C)NC(c2ccc(OC)cc2OC)C2C(=O)N(CC)C(=O)C21 (stereo not drawn)	1565	-13	0	1.1	-13	-5	6	9	8	0.9
CCc1ccc(C(=O)CC2(O)C(=O)N(CN3CCOCC3)c3ccccc32)cc1 (stereo not drawn)	1654	3	0	1	-3	1	6	6	2	0.9
CC(C)n1nnnc1SCC(=O)Nc1ccc2c(c1)OCO2	1556	0	10	1	-16	-5	9	-1	1	0.9
O=C(C1CCCN(c2nnc(-n3cccc3)s2)C1)N1CCN(c2ccccc2)CC1 (stereo not drawn)	1572	-10	14	1	-9	-3	-6	-7	2	1.1
Cc1ccc(C2(C)CC(C)(C)N(C(=O)CSc3nnc(C)s3)c3ccccc32)cc1 (stereo not drawn)	1722	0	12	1	-14	0	-2	6	-2	1
O=c1c2cc(-c3ccccc3)sc2ncn1-n1cccc1	1679	-3	14	1	-9	-4	13	3	12	0.9
CN(Cc1cn[nH]c1-c1ccc2c(c1)OCO2)C1CCOCC1	1613	1	6	1	26	-2	-7	2	1	1.1
O=C(NCCCN1CCOCC1)c1cccs1	1379	0	5	1	-5	-4	-2	-5	-5	1
CC(=O)C1=C(C)NC(=O)NC1c1cc(Br)ccc1OCC(N)=O (stereo not drawn)	1483	-3	5	1	-3	1	-2	8	0	1
CCOP(=O)(OCC)c1nc(-c2ccc(Cl)cc2Cl)oc1N1CCOCC1	1712	9	6	1.1	-9	-8	-5	-1	0	1.1
Cc1cc(C(=O)N2CCc3ccccc32)n(-c2ccccc2)n1	1537	0	-7	1	-18	-4	6	2	2	0.9
CCOCCCNC(=O)C(Cc1ccccc1)NC(=O)c1ccco1 (stereo not drawn)	1544	0	2	1	-5	0	6	0	5	0.9
O=S(=O)(Nc1ncccn1)c1ccc(NC(=S)NCCc2ccc(Cl)cc2)cc1	1393	-1	-2	1	-16	-2	-4	1	1	1
CCCN1C(=O)/C(=c2\sc3nc(=O)c(Cc4ccc(C)cc4)nn3c2=O)c2ccccc21	1620	-2	2	1	-5	-2	4	0	-1	1
CCN(CCO)Cc1cn[nH]c1-c1ccc(C)c(C)c1	1428	2	-8	1.1	-9	-8	-11	-8	4	1.1
CC(=O)c1ccc(-c2nc3ccccc3n2C)o1	1568	-3	0	1	2	1	10	-12	-6	0.9
CCCC(=O)Nc1c(O)c2ccccc2[nH]c1=O	1573	-6	7	1	-10	-2	6	9	0	0.9
O=C1CCC2CCCCC2(O)O1 (stereo not drawn)	1476	-5	2	1.1	-13	-7	4	0	-2	1
O=C(N1CCN(c2cccc(Cl)c2)CC1)C1(c2cccs2)CCOCC1	1430	3	-4	1	0	1	15	-4	-7	0.8

Quoted from the listing.
TNAP inh no acc with COc1ccc(S(=O)(=O)Nc2ccccc2C(=O)Nc2nc(-c3ccc(F)cc3)cs2)cc1OC is entered as 3
bIAP act with CCN(CCO)Cc1cn[nH]c1-c1ccc(C)c(C)c1 is entered as 1.1

Later entries:
SMILES	SRC2 TRFRET art	Efa HMGR inh	PPARg SRC2 recr	TNAP act hiacc	TNAP inh no acc	TNAP inh hi DEA	bIAP inhibitor	PPARg SRC3 recr	PPARg SRC1 recr	bIAP act
CCOc1ccccc1N1CCN(Cc2ccc(OC)c(OC)c2OC)CC1	1566	-1	0	1	1	3	10	5	2	0.9
COc1cc(C(=O)Nc2ccc(S(=O)(=O)Nc3onc(C)c3C)cc2)cc(OC)c1OC	1378	0	-6	1.1	2	-8	8	-10	3	0.9
Cc1nc2ncnn2c(C)c1CCC(=O)NCCC1=CCCCC1	1494	-5	-2	1	-8	3	-7	1	-2	1.1
O=C(CSc1nnc2ccccn12)c1ccc(Cl)cc1	1493	-3	2	1	-4	3	14	3	12	0.9
CSc1ccc(CN2CCC(O)CC2)cc1	1483	/	2	/	/	/	/	3	7	/
